# GLP1R cytotox = qHTS of GLP-1 Receptor Inverse Agonists: Cytotox Screen. actives 0.13% (n = 410,000). Potency, µM (top dose mostly 38.3 µM), inactives show at the highest dose activity change, negative = inhibition, usual class: inhibitors. HEK293 cAMP-luciferase reporter cells, luminescence, 24 h. AID 624418, 2012;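 note: loss of luciferase light is scored as toxicity; potency is the fitted concentration of half-maximal effect; % is set by controls: 0 for no effect and ±100 for the full control effect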
#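 Seeding density was 200 cells/uL; after overnight-length (12 h) culture, 23 nL compounds went on for 24 h at 37 °C. Readout used a luciferase detection reagent, luminescence taken after 12 min at room temperature.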
# Mm-Cpn inhibitor = Inhibitors of TCP-1 ring complex (TRiC) of Methanococcus maripaludis (MmCpn): qHTS | purified Mm-Cpn ATPase, ADP Transcreener TR-FRET | Potency, µM (highest dose often 76.9 µM), for the others: at the highest dose activity, negative = inhibition, hits mostly inhibitors | actives 0.031% (n = 330,000) | AID 504842, 2011; note: potency is the fitted concentration of half-maximal effect; % is set by controls: 0 for no effect and ±100 for the full control effect; nearly all actives have a fitted effect of over 80% in size
#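 ATP (10 uM final) was added to archaeal chaperonin (25 nM final) after 10 min exposure to test compound at 37°C; after 30 min further incubation, ADP was detected by competitive TR-FRET.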
# TDP43 rescue = qHTS of TDP-43 Inhibitors | TDP-43 expressing yeast growth rescue, BacTiter-Glo, 24 h | Potency, µM (series often up to 46.1 µM), without a hit: at the highest dose growth rescue (activation), hits mostly activators | actives 1.8% (n = 410,000) | AID 652104, 2013; note: potency is the fitted concentration of half-maximal effect; % of control where 0% means no effect; nearly all actives have a fitted effect of over 50% in size
#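 Readout is BacTiter-Glo luminescence of cell growth, so inhibitors register as activators. TDP-43-expressing yeast at OD600=0.02 in galactose medium, after raffinose pregrowth to mid-log, were incubated with compound for 24 hr at 30 deg C.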
# GLP-1R inv ag = qHTS of GLP-1 Receptor Inverse Agonists (Inhibition Mode); Glucagon-like peptide 1 receptor (Homo sapiens), P43220; HEK293 GLP-1R CRE-luciferase, luminescence, 24 h; GLP-1R form is constitutively active; Potency, µM (doses to about 38.3 µM), for inactives: at the highest dose activity change, negative = inhibition, actives largely listed as inhibitors; actives 1.6% (n = 410,000); AID 624417, 2012; note: potency is the fitted concentration of half-maximal effect; % is set by controls: 0 for no effect and ±100 for the full control effect; nearly all actives have a fitted effect of over 55% in size
# Target sequence (P43220 whole entry, looked up): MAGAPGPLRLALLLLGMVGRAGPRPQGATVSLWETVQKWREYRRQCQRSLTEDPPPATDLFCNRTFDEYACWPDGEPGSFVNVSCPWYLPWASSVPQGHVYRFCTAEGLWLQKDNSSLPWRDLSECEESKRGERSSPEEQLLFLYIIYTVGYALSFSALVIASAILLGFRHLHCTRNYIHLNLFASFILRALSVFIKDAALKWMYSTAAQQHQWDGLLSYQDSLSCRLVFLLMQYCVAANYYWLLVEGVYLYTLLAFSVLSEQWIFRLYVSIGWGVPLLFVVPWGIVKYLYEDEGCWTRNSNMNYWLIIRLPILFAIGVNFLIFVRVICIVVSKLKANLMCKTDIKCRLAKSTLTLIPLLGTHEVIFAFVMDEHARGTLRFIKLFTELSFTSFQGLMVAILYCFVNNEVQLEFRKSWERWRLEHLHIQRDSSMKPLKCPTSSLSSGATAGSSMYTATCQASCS
#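 Seeding at 200 cells/uL, 12 h culture, 24 hr compound treatment, then luciferase reagent and a luminescence read; cells are HEK293 stably expressing a constitutively active GLP-1R plus cAMP-responsive luciferase.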
# pAkt inh = HTS Assay for Inhibitors of Akt Phophorylation: Primary Screen; Neuro2A IGF-stimulated pAkt S473 HTRF, 20 min; hits give low values; activity change, % for hits at 50 µM; actives 0.32% (n = 360,000); in the data active = activity change below about -80%; inconclusive = mostly about -51% to -80%; note: % is set by controls: 0 for no effect and ±100 for the full control effect
#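 Neuro2A cells in DMEM with 0.5% FBS, overnight at 37 deg C, given compound at single 50 µM final, then IGF (6 nM final) for 20 min at 37 deg C. Lysed; phospho-Akt Ser473 by HTRF after 24 h, 665/615 ratio.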
# aSyn rescue = qHTS of alpha-syn Inhibitors; Yeast expressing alpha-synuclein, growth rescue, BacTiter-Glo, 24 h; actives 0.14% (n = 370,000); Potency, µM (highest dose often 46.1 µM), inactives show top-dose growth rescue (activation), usual class: activators; note: potency is the fitted concentration of half-maximal effect; % of control where 0% means no effect; nearly all actives have a fitted effect of over 65% in size
#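 Rescue of yeast growth: cells expressing toxic alpha-synuclein, induced in galactose at OD600 0.02, incubated with compound 24 h at 30 C. ATP luminescence quantified growth; inhibitors of toxicity appear as activators.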
# Abeta yeast res = qHTS for compounds that reverse cellular toxicity of Amyloid beta (A-beta) peptide in yeast: Primary Screen | yeast expressing A-beta42, growth rescue, OD600, 48 h; response scale: 0% DMSO, 100% iron-clioquinol control | Potency, µM (series often up to 46.1 µM), for inactives: top-dose growth rescue, usual class: activators | actives 0.063% (n = 410,000); note: potency is the fitted concentration of half-maximal effect; nearly all actives have a fitted effect of over 55% in size
#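 Growth rescue measured by 600 nm absorbance after 48 h yeast culture at 30 C with compound. Values normalized between DMSO and an equimolar ferric chloride plus clioquinol control.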
# FUS yeast rescue = qHTS for Suppressors of FUS Proteinopathy: Primary screen using FUS-linked yeast assay. S. cerevisiae FUS-expressing, growth rescue, OD600, 24 h. Potency, µM (series often up to 76.6 µM), inactives show top-dose growth rescue (activation), actives largely listed as activators. actives 0.24% (n = 390,000);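 note: potency is the fitted concentration of half-maximal effect; plate controls were DMSO vehicle for no effect and reference control for full effect; nearly all actives have a fitted effect of over 55% in size; some results filed as inactive show a strong effect at the top dose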
#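 Yeast expressing FUS under galactose induction, OD 0.005 in 2% galactose medium; compounds in a dilution series, 24 h at 30C. Growth rescue by absorbance at 600 nm; CP55940 positive control, DMSO negative.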
# PTHR1 agonist = qHTS for PTHR1 Agonists: Primary Screen | Potency, µM (series often up to 115 µM), for the others: top-dose activation, most hits filed as activators | actives 0.075% (n = 410,000) | HEK293 GP2 PTHR1 cells, GloSensor cAMP luminescence, 1 h; note: potency is the fitted concentration of half-maximal effect; nearly all actives have a fitted effect of over 55% in size; some results filed as inactive show a strong effect at the top dose; inactives centre near -15; many of its hits are not listed in these tables
# Target sequence (Q03431 whole entry, looked up): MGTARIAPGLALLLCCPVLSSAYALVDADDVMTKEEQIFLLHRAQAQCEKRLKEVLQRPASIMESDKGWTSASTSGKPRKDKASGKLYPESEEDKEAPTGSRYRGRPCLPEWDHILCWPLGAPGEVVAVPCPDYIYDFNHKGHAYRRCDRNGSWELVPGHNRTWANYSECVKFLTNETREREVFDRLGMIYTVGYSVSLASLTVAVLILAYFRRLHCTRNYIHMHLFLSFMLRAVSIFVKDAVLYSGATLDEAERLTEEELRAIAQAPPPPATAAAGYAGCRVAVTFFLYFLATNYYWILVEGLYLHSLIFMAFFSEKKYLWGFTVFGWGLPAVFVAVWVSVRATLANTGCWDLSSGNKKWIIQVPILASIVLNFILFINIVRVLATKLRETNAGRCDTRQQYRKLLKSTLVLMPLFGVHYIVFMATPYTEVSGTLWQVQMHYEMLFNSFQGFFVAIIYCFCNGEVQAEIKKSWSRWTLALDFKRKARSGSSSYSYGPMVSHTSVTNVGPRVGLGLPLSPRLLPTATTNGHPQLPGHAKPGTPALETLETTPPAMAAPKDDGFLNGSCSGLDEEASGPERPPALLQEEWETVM
#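 HEK-293-derived GP2 cells expressing PTHR1 and a GloSensor cAMP reporter, 3,000/well, plated overnight, given luciferin plus IBMX (each 0.5 mM as added) for 1 h at 37 °C, then compound for 1 h at 37 °C. Luminescence was read after 15 min at room temperature.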
# * hit, by the source's call; i = inactive; ? = inconclusive; · = not tested or not shown; [ ] = remark or other dose. Unless noted, calls come from the whole dose curve; as a rule, active = well fitted curve in the direction sought with a large enough effect; inconclusive = small, poorly fitted or top-dose-only effect, or another doubt; inactive = no such curve, though single readings can be large; an effect the other way counts as inactive or inconclusive.
SMILES,GLP1R cytotox,Mm-Cpn inhibitor,TDP43 rescue,GLP-1R inv ag,pAkt inh,aSyn rescue,Abeta yeast res,FUS yeast rescue,PTHR1 agonist
COc1cc(/C=N/NS(=O)(=O)c2ccc3ccccc3c2)ccc1OCCN1CCOCC1,5%,-16%,-9%,14%,i,-13%,-18%,19%,i
O=c1[nH]c2ccc(Cl)cc2c(-c2ccccc2)c1SC(=S)N1CCCCC1,?,0%,16%,?,i,18%,20%,?,23%[57.5 µM]
CCN(CC)C(=O)[C@H]1CC(CC(=O)NCCCN(C)C)C(=O)N2CCc3c([nH]c4ccc(OC)cc34)[C@]12C (stereo partly drawn),-5%,-1%,11%,11%,i,-1%,8%,-7%,-22%
O=[N+]([O-])c1ccc(N2CCN(c3ccccc3O)CC2)cc1,-20%,1%,-1%,5%,i,2%,4%,25%,-5%
CCOC(=O)Cn1c(=O)n(CC2CCCO2)c2nc(-c3ccccc3Cl)nc(C(N)=O)c21 (stereo not drawn),2%,·,0%,-3%,·,6%,-7%,11%,i
CN(C(=O)c1cn2ccccc2n1)c1c(N)n(Cc2ccccc2)c(=O)[nH]c1=O,7%,3%,3%,6%,i,-6%,-5%,3%,-19%
CC(=O)Oc1ccc2oc(=O)c3c(c2c1)CCCN3C(=O)CN1CCN(c2ncccn2)CC1,-18%,-1%,1%,-2%,i,7%,-2%,-5%,0%[57.5 µM]
CC(/C=C/c1ccco1)=N/NC(=O)C1COc2ccccc2O1 (stereo not drawn),-31%,-1%,16%,-18%,i,8%,8%,8%,i
CCCCCCCCN1C(=O)[C@H](CC(=O)NCc2cccs2)C[C@@]2(C(=O)OC)CC(C)(C)CC=C12,-6%,·,-25%,8.9µM*,i,23%,3%,31%,-44%[inhibitor]
CCCn1c(N)c(N(CCOC)C(=O)c2cccc(S(=O)(=O)N3CCCc4ccccc43)c2)c(=O)[nH]c1=O,3%,2%,18%,1%,i,5%,2%,17%,i
O=c1c2c(nc3cc(-c4ccccc4)[nH]n13)CCC2,4%,0%,9%,-14%,i,0%,18%,3%,-35%[inhibitor]
CC(C)c1ccc(N(CC(=O)NCc2ccco2)C(=O)CCC(=O)Nc2ccccn2)cc1,-9%,0%,0%,?,i,-5%,-14%,6%,-19%
O=C(Nc1ccc2oc(-c3ccccc3)nc2c1)c1cccnc1,-16%,1%,-20%,19%,i,-7%,-33%[inhibitor],2%,-25%[57.5 µM]
CC(C)[C@H](NC(=O)NC1CCCC1)C(=O)O,4%,1%,-1%,0%,i,-1%,-4%,-3%,-3%[57.5 µM]
O=C(CSc1nncn1-c1ccccc1)Nc1ccc(N2CCOCC2)cc1,-7%,-3%,-4%,8%,i,-13%,-18%,-12%,i
COc1cccc(C2(O)CCN(CC(=O)NCC3CC3)CC2)c1,3%[0.307 µM],2%,-2%,-8%[0.307 µM],i,-4%,19%,-9%,-24%
COc1ccc(C(CNC(=O)c2cccc3cccnc23)N(C)C)cc1 (stereo not drawn),-7%,?,-18%,22%,i,2%,3%,10%,-17%
Cc1ccc(CCNC(=O)CCS(=O)(=O)c2cc3c(cc2Cl)NC(=O)CO3)cc1,-5%,·,16%,14%,·,-4%,-23%,-20%,i
Cc1cccc(N2CCN(C(c3ccccc3)c3nnnn3CC3CCCO3)CC2)c1C (stereo not drawn),3%,2%,-3%,?,i,23%,-36%[inhibitor],?,i
Cc1ccc2nc(-c3ccccc3)c(CN3CCN(c4ccccc4F)CC3)n2c1,13%,2%,6%,13%,i,9%,4%,-23%,-21%
CO/N=C/NC(=O)Cc1cn(-c2ncc(C(F)(F)F)cc2Cl)c2ccccc12,3%,-5%,15%,?,i,0%,12%,-19%,-35%[inhibitor]
CC1CN(C(=O)Nc2cccc(Cl)c2)C2(CCCCCC2)O1 (stereo not drawn),4%,1%,0%,6%,i,-7%,-4%,-23%,-16%
COc1cc(NC(=O)CCN2CCN(Cc3ccccc3)CC2)cc(OC)c1,-7%,·,4%,-7%,i,2%,13%,11%,i
CCOc1ccc(NC(=O)c2ccc(-c3csc(C)n3)cc2)cc1,-2%,-1%,2%,-1%,i,2%,13%,-2%,-30%
COc1ccc(C)cc1NC(=O)CNC(=O)Cn1ccc2ccccc2c1=O,-2%,-3%,5%,-6%,i,-2%,11%,17%,-8%
CC(=O)c1ccc(NC(=O)COCc2cc(-c3ccc(F)cc3)on2)cc1,1%,·,19%,3%,·,·,-14%,-16%,-36%[inhibitor]
Cc1ccc(OCC(=O)N2CCN(S(=O)(=O)c3ccccc3[N+](=O)[O-])CC2)cc1,-4%,1%,-6%,-29%,i,4%,18%,15%,-9%
CC(=O)NC1C(c2nc3ccccc3s2)=C(c2ccccc2)C(=O)N1c1ccc(C)cc1 (stereo not drawn),3%,0%,17%,0%,i,7%,-11%,13%,i
Cc1cc(=O)n2nc(N3CCCC3C(=O)Nc3cccc(F)c3)sc2n1 (stereo not drawn),-2%,0%,-5%,26%,i,-3%,-6%,-16%,-2%
CCOC(=O)C1C(C(=O)Nc2cccc(C(F)(F)F)c2)C1C(=O)NC(C)C (stereo not drawn),4%,-3%,3%,11%,i,-10%,-4%,3%,i
COCCCNC(=O)c1cnc2sc(N3CCCCC3)nn2c1=O,-7%,·,7%,5%,·,·,-19%,5%,i
COc1ccc(NC(=O)c2sc3nc(-c4cc5cccc(OC)c5oc4=O)[nH]c(=O)c3c2C)cc1,10%,·,24%,8%,·,·,-18%,-19%,?
CC1CN(c2ccc([N+](=O)[O-])c(NCCOc3ccccc3)c2)CC(C)N1 (stereo not drawn),?,3%,-25%[1.82 µM],?,i,1%,-13%,26%,i
O=C1CC2C(=O)NCCN2C(=NC(=O)c2ccc(Cl)cc2)N1 (stereo not drawn),-6%,1%,19%,-1%,i,-2%,-12%,-7%,-22%
COc1cc2sc(C)nc2c2ccccc12,4%,0%,?,27%,i,10%,17%,-19%,i
COc1ccc(-c2nc(SCC(=O)N3CCOCC3)n[nH]2)cc1,-2%,1%,7%,3%,i,-1%,24%[9.22 µM],-29%,-5%
CCOC(=O)c1ccccc1NC(=O)Cc1ccc(OC)c(S(=O)(=O)N2CCOCC2)c1,-5%,2%,-15%,36%[activator],i,-2%,1%,26%,-14%
CC(=O)Nc1ccc(CN2CCN(CC=C(C)C)C(CCO)C2)cc1 (stereo not drawn),-7%,1%,16%,-13%,i,2%,8%,-5%,-4%
O=C(O)c1cc(S(=O)(=O)Nc2ccc3cn[nH]c3c2)ccc1O,6%,0%,22%,14%,i,4%,14%,-18%,-40%[inhibitor]
CCOc1ccccc1NC(=O)Cn1c(=O)ccc2cc(S(=O)(=O)N3CCCC3)ccc21,-3%,·,4%,-8%,·,0%,-5%,-7%,-17%
CCc1cccc(-n2nnc(S(=O)(=O)c3ccc(OC)cc3)c2C)c1,-11%,·,?,-25%,·,·,-15%,25%,-37%[inhibitor]
CSc1ccccc1NC(=O)c1csc(C)c1,-9%,-1%,?,-15%,i,0%,-1%,-11%,i
O=C(NCCc1ccccc1)C1(c2ccccc2)CCCC1,-6%,-2%,14%,?,i,0%,29%,3%,i
COC(=O)c1cc(NC(=O)c2nn(C)c(=O)c3ccccc23)cc(C(=O)OC)c1,5%,1%,23%,4%,i,5%,12%,-34%,i
CCN(CC)C(=O)Nc1ccccc1C,4%,1%,11%,9%,i,-3%,-13%,-21%,i
Cc1cc2oc3ccc(NCCCN4CCOCC4)cc3c(=O)c2cc1C,-8%,·,14%,-3%,i,-1%,-10%,-6%,-24%
Cc1cc(Cl)ccc1C(=O)C1CCCN(C(=O)CCn2cncn2)C1 (stereo not drawn),-2%,1%,-6%,-4%,i,1%,1%,-5%,i
COc1ccc(C(=O)N2C(=S)NC(=O)/C2=C\c2ccc(C)cc2)cc1,1%,1%,6%,36%[activator],i,10%,-4%,31%,-49%[inhibitor]
COc1ccc(NS(=O)(=O)c2ccc3c(c2)N(C(C)=O)CCO3)cc1,46%[activator],2%,-14%,4%,·,-11%,-15%,-6%,-22%
CCOc1ccccc1N(CC(=O)Nc1ccc(OC)c(Cl)c1)S(=O)(=O)c1ccccc1,0%,·,11%,-33%,·,1%,-11%,-12%,-4%
COc1ccc(S(=O)(=O)N2CCCCCC2)cc1C(=O)N(C)Cc1ccco1,-2%,-1%,-5%,1%,i,-1%,1%,2%,-64%[inhibitor]
Cc1ccccc1OCc1ccc(-c2nc(C#N)c(N3CCC(C(N)=O)CC3)o2)o1,-3%,·,?,-4%,·,·,22%,40%,i

# Among those listed so far, three have a thiophene ring, fused or not:
SMILES,GLP1R cytotox,Mm-Cpn inhibitor,TDP43 rescue,GLP-1R inv ag,pAkt inh,aSyn rescue,Abeta yeast res,FUS yeast rescue,PTHR1 agonist
CCCCCCCCN1C(=O)[C@H](CC(=O)NCc2cccs2)C[C@@]2(C(=O)OC)CC(C)(C)CC=C12,-6%,·,-25%,8.9µM*,i,23%,3%,31%,-44%[inhibitor]
COc1ccc(NC(=O)c2sc3nc(-c4cc5cccc(OC)c5oc4=O)[nH]c(=O)c3c2C)cc1,10%,·,24%,8%,·,·,-18%,-19%,?
CSc1ccccc1NC(=O)c1csc(C)c1,-9%,-1%,?,-15%,i,0%,-1%,-11%,i

# These rows are one share of the data (hit frequency here may not be typical).
